Source: PubChem (several laboratories)
EBV LMP1 NFkB – EBV LMP1-driven NF-kappaB luciferase reporter inhibitors, primary screen, cell-based, luminescence, single point. inhibition, % at 12.5 µM. 350,000 compounds, 0.69% hits. LMP1-induced NF-kappaB luciferase reporter cells; in the data active means inhibition above about 41%;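 further: 0% = neutral control wells and 100% = reference inhibitor control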
LRH-1 inv ag – LRH-1 (NR5A2) inverse agonists, primary screen, cell-based, luminescence, HEK293T, StAR-luciferase reporter; LRH-1 transfected, 24 h; inhibition, % at 3.6 µM; 360,000 compounds, 0.13% hits; AID 602396, 2012;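 active means inhibition above the mean inhibition of all tested compounds plus 3 SD, cut at about 73% in these data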;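 further: 0% = DMSO wells and 100% = reporter-only cells lacking LRH-1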
SRC1 inh – SRC1 coactivator transcriptional activity inhibitors, primary screen, cell-based, luminescence; Nuclear receptor coactivator 1 (Homo sapiens), Q15788; HEK293 GAL4-SRC1 luciferase reporter; inhibition, % at 3.6 µM; 360,000 compounds, 0.12% hits; AID 588354, 2011;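 active means inhibition above the campaign mean plus 3 SD, with each screening campaign given its own cutoff, cut at about 60% in these data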;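 further: 0% = DMSO treated cells and 100% = gossypol at 36 µM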
MC4R barr agon – MC4R agonists recruiting beta-arrestin, primary screen, cell-based, luminescence, agonist arm of biased-ligand search; U2OS MC4R beta-arrestin complementation; percent of melanotan II response, DMSO zero; activation, % at 8.9 µM; AID 540308, 2011; 360,000 compounds, 0.98% hits; Melanocortin receptor 4 (Homo sapiens), P32245;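 active means activation above a per-plate cutoff, the mean activation of sample wells on that plate plus 3 SD, cut at about 8% in these data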
NR2F2 inh – NR2F2 transcriptional activity inhibitors, primary screen, cell-based, luciferase reporter, HEK293T, luminescence. 370,000 compounds, 0.7% hits. HEK293T NGFI-A luciferase reporter. inhibition, % at 8.6 µM. AID 686940, 2013;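 active means inhibition above a per-plate cutoff, mean inhibition of test wells between control levels plus 3 SD, cut at about 38% in these data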;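 further: cells cotransfected with COUP-TFII expression vector driving the NGFI-A reporter; 0% = median of COUP-TF2 test wells and 100% = reporter-only cells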
TLR9-MyD88 inh – inhibitors of TLR9-MyD88 association in cells, primary screen, cell-based, CHO, BLA complementation, fluorescence | inhibition, % at 4.98 µM | CCF4 FRET ratio | Toll-like receptor 9 (Homo sapiens) + Myeloid differentiation primary response protein … | 340,000 compounds, 0.21% hits;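 active means inhibition above the mean over all tested compounds plus 3 SD, cut at about 21% in these data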;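 further: 0% = DMSO only wells and 100% = clavulanate BLA inhibitor control wells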
Target sequence (Q99836 whole entry, looked up): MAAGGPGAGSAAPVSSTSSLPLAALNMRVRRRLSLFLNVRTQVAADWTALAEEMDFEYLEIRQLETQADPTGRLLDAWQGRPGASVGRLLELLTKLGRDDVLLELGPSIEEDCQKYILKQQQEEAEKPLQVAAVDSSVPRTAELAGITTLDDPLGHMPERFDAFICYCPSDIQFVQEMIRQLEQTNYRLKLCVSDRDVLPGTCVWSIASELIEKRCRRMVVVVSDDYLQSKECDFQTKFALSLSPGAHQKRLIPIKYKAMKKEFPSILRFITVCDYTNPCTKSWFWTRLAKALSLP
Target sequence (Q9NR96 whole entry, looked up): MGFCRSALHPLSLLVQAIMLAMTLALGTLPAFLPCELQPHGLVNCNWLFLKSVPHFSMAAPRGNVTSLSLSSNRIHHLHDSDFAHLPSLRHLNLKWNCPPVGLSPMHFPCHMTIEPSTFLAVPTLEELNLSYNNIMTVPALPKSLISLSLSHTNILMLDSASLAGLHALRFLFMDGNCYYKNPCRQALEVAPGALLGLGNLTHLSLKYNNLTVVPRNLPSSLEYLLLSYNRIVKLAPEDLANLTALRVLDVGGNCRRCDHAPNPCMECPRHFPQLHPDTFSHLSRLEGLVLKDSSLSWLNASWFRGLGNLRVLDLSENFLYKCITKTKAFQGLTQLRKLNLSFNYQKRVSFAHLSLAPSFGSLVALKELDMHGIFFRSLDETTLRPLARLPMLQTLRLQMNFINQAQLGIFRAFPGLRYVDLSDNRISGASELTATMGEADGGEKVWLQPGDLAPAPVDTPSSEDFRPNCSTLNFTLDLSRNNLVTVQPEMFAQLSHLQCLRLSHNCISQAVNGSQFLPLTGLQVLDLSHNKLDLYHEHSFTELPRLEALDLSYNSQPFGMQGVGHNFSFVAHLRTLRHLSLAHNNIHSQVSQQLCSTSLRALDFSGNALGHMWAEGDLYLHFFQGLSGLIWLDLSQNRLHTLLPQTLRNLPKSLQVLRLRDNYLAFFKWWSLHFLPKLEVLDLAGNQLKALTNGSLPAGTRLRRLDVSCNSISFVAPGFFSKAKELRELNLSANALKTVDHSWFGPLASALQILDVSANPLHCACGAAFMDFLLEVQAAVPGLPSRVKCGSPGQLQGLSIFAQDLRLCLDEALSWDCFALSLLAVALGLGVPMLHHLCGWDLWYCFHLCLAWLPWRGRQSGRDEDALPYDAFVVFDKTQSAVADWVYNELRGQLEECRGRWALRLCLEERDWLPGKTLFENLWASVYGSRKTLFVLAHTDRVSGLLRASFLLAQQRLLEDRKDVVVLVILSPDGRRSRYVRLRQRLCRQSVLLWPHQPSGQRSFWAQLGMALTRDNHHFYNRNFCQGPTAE
ABHD5-PLIN5 inh – ABHD5-PLIN5 interaction inhibitors, primary screen, cell lysate, split luciferase complementation, luminescence | Perilipin-5 (Homo sapiens) + 1-acylglycerol-3-phosphate O-acyltransferase ABHD5 (Homo … | Split G. princeps luciferase complementation, 4 h | inhibition, % at 4 µM | 360,000 compounds, 0.78% hits | AID 602281, 2012;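 active means inhibition above the mean inhibition across every tested compound plus 3 SD, cut at about 22% in these data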;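 further: 0% = DMSO only wells and the 100% control is not disclosed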
MC4R antagonist – MC4R antagonists of cAMP signaling, primary screen, cell-based, TR-FRET, antagonist arm of biased-ligand search; inhibition, % at 6.5 µM; MC4R-expressing cells, MTII-stimulated cAMP, LANCE TR-FRET; Melanocortin receptor 4 (Homo sapiens), P32245; AID 540295, 2011; 360,000 compounds, 0.48% hits;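 active means inhibition above its plate's cutoff, the mean of tested wells on that plate plus 3 SD, cut at about 29% in these data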;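 further: 0% = Melanotan II alone and 100% = Melanotan II plus saturating MCL0020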
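System: U2OS-MC4R stable cell line; Technique: Eu-cAMP/anti-cAMP TR-FRET, emission 671 nm; Repeats: single well per compound; Also added: Melanotan II; Dosing: one concentration, 6.5 µM nominal; Schedule: 30-min compound, 1-h challenge, 1-h detection, room temperature.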
NCOA2 inhibitor – inhibition of GAL4-SRC2 driven luciferase reporter, primary screen, SRC2 inhibitor project, cell-based, luminescence; 370,000 compounds, 0.17% hits; Nuclear receptor coactivator 2 (Homo sapiens), Q15596; AID 651957, 2012; HEK293 GAL4-SRC2 luciferase reporter; inhibition, % at 9 µM;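 active means inhibition above the mean inhibition of all tested compounds plus 3 SD, set per campaign, cut at about 52% in these data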;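 further: 0% = DMSO treated cells and 100% = cells given Gossypol at 36 µM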
NOD2-RIPK2 inh – NOD2-RIPK2 binding disruptors in cells, primary screen, fluorescence, CHO cells, BLA complementation; inhibition, % at 4.98 µM; CCF4 ratio; 360,000 compounds, 0.38% hits; AID 624267, 2012; in the data active means inhibition above about 21%;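 further: 0% = vehicle only and 100% = reference blocker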
NCOA3 inh – SRC3 coactivator transcriptional activity inhibitors, primary screen, cell-based, luminescence; HEK293 GAL4-SRC3 luciferase reporter; 360,000 compounds, 0.17% hits; inhibition, % at 3.6 µM; Nuclear receptor coactivator 3 (Homo sapiens), Q9Y6Q9;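 active means inhibition above a per-campaign cutoff, the mean of all compounds plus 3 SD, cut at about 60% in these data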;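 further: 0% = DMSO-treated cells and 100% = gossypol-treated cells at 36 µM; higher means less SRC3-driven luciferase light from the GAL4 reporter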
An asterisk follows results filed as active; / = not tested or not shown. An excerpt, so the mix of outcomes need not match the whole.

SMILES	EBV LMP1 NFkB	LRH-1 inv ag	SRC1 inh	MC4R barr agon	NR2F2 inh	TLR9-MyD88 inh	ABHD5-PLIN5 inh	MC4R antagonist	NCOA2 inhibitor	NOD2-RIPK2 inh	NCOA3 inh
CCOC(=O)c1ccc(COC(=O)CNC(=O)CNC(=O)c2ccc(OC)cc2)o1	1.1	-5.1	-17.2	0.4	-12.8	-8.9	11.3	-1.3	-6.7	-4.6	-8.5
COC(=O)C(C)(C)ONC(=O)Nc1ccccc1Cl	9.5	3.9	-28.3	-1.1	0.3	-1.2	-3.6	-4.0	-28.2	-3.6	3.2
CC(C)(C)c1ccc(C(=O)NC(=S)NCc2cccnc2)cc1	-2.4	19.9	-16.1	2.4	12.6	-2.3	-6.8	20.9	-7.0	4.6	4.5
NC(=O)COC(=O)CSc1ccc2ccccc2c1	-4.4	-0.4	-15.0	-1.7	26.1	1.9	-10.1	-0.2	0.6	0.0	-9.8
CC(Oc1ccc2c3c(c(=O)oc2c1)CCC3)C(=O)NC1CCN(Cc2ccccc2)CC1 (stereo not given)	2.2	8.2	3.6	-1.9	-1.3	7.9	0.8	-4.5	7.0	-7.1	-17.9
N#CC(C#N)=CNc1cccnc1	-2.3	2.5	-8.9	0.9	10.1	4.8	-2.4	6.2	-15.7	-11.9	0.8
O=C(Nc1nnc(C2=COCCO2)o1)c1ccc([N+](=O)[O-])s1	-1.4	46.3	-4.1	-4.0	-8.3	2.9	-1.6	-1.8	-40.0	-10.1	6.5
COc1ccc(N=Cc2sc3ccccc3c2Cl)cc1	-22.0	-32.1	-29.7	1.0	-25.8	-1.5	-5.0	9.6	-26.4	-15.0	-9.5
O=C(Cc1ccc(Cl)cc1)NN1C(=O)c2ccccc2C1=O	-1.8	-5.8	-24.9	-2.0	4.6	0.8	2.3	0.1	16.4	-16.4	8.3
CCc1ccc(C2C(C#N)=C(N)Oc3cc(N)ccc32)cc1 (stereo not given)	3.8	1.0	2.1	-0.3	11.6	0.5	1.6	22.6	-1.2	13.4	6.5
O=C1OCCN1CCNCc1cn(-c2ccc(F)cc2)nc1-c1ccccc1Cl	-0.5	-13.5	4.2	-0.7	9.8	2.2	4.0	14.5	-7.8	11.8	29.5
O=S(=O)(/C=C/c1ccccc1)N1CCN(c2nc(-c3ccccc3)nc3ccccc23)CC1	-8.0	-3.0	4.3	-0.3	-4.6	-0.4	-5.8	3.1	-1.3	5.6	2.7
C/C(=N\O)c1cc(Cl)cc(Cl)c1O	7.8	6.9	-17.8	-0.2	16.3	-4.8	-7.1	-9.2	6.2	6.1	20.0
Cc1cc(C)c(OCCNCc2ccccc2)c(C)c1	-16.6	-6.4	-0.5	3.2	4.1	11.0	4.5	1.4	14.2	3.4	0.5
COc1ccc(N(CC(=O)NCc2ccc3c(c2)OCO3)S(=O)(=O)c2ccccc2[N+](=O)[O-])c(OC)c1	-12.0	7.1	-12.4	-3.2	7.0	-4.6	-6.5	1.5	6.7	-1.9	-3.4
COc1ccc(CN2CCN(C(=O)CC(C)C)CC2)cc1	8.0	7.5	-19.6	-1.6	-47.1	-9.8	-2.6	-0.4	-52.5	-15.2	3.6
COc1ccc(CCNC(=O)COC(=O)C2CCCCC2)cc1	-1.5	5.3	-25.5	0.7	1.6	-0.5	4.3	9.5	1.9	2.5	1.9
COc1cccc(-n2nc(-c3ccnn3-c3ccccc3)c(=O)n(C)c2=O)c1	5.7	16.8	-2.2	0.3	5.6	4.5	9.7	1.5	17.6	-8.8	13.9
CCn1c(SCC(=O)N2CCN(C)CC2)nc2c1c(=O)n(C)c(=O)n2C	-1.8	-14.6	18.4	0.6	-4.7	0.1	4.2	18.6	-6.4	-6.8	1.8
Cc1scc(C(=O)N2CCN(c3ccc(Cl)cc3)CC2)c1C	6.8	-8.5	9.0	-1.0	13.2	15.9	-2.4	4.4	24.0	-9.0	2.7
O=C(NCc1cccs1)C1CCCN1C(=O)Nc1cccc(F)c1 (stereo not given)	-5.8	1.7	9.4	-2.0	-2.1	-5.0	-4.9	-2.1	9.5	-5.0	14.0
COc1ccc(-c2nn(-c3ccccc3)cc2/C=C2/SC(=S)N(Cc3ccco3)C2=O)c(C)c1	2.5	0.1	-18.7	-1.3	12.5	-0.8	8.5	1.0	11.9	-2.2	-21.9
CCOc1ccc(NC(=O)CCc2nnc3ccc(N4CCN(C)CC4)nn23)cc1	/	-8.7	3.3	1.7	-9.8	2.9	-5.2	-6.2	-0.3	5.3	-1.6
Cc1oc(-c2cccc(Cl)c2)nc1CN1CCCC(C(=O)NCc2ccco2)C1 (stereo not given)	10.4	-12.4	-15.0	-1.0	-11.2	-1.8	5.7	-1.8	-1.0	9.6	4.0
O=C(OCCNc1ncc(C(F)(F)F)cc1Cl)c1ccc(S(=O)(=O)N2CCOCC2)cc1	2.1	-13.7	-8.9	3.4	-4.3	1.3	0.9	7.9	-7.3	-13.1	8.2
(listing goes on)
SMILES	EBV LMP1 NFkB	LRH-1 inv ag	SRC1 inh	MC4R barr agon	NR2F2 inh	TLR9-MyD88 inh	ABHD5-PLIN5 inh	MC4R antagonist	NCOA2 inhibitor	NOD2-RIPK2 inh	NCOA3 inh
C/C(O)=C(/C=Nc1ccccc1)C(=O)Nc1ccccc1	-13.3	-5.3	-13.2	-1.7	-24.9	-1.4	-2.5	-0.1	12.1	-1.3	-0.1
Cc1ccc(C2(C)NC(=O)N(CC(=O)Nc3cc(S(=O)(=O)N4CCCCC4)ccc3OC(C)C)C2=O)cc1 (stereo not given)	-11.1	4.9	-20.3	-3.7	12.8	-0.8	-2.3	4.5	-7.2	-6.0	7.3
O=c1c2ccccc2nc2c3ccccc3cnn12	-29.1	-68.9	-36.5	-2.2	-29.7	9.4	5.1	4.1	-40.9	-1.1	-25.8
Cc1ccccc1CCN(C(=O)CN1C(=O)c2ccccc2S1(=O)=O)C(C(=O)NCC1CCCO1)c1ccncc1 (stereo not given)	3.9	6.5	-1.6	-2.4	-11.5	-2.3	-2.3	-1.9	-16.4	-5.4	-3.6
O=S(=O)(c1ccc(Cl)c(Cl)c1)c1snnc1-c1ccccc1	21.4	17.3	6.3	-2.1	/	-0.6	18.8	-9.1	/	4.6	42.4
COc1ccc(CNC(=O)C(C)Sc2nc3ccccc3c(=O)n2CCCN2CCOCC2)cc1 (stereo not given)	1.0	-19.1	0.3	-2.7	7.8	3.1	-4.1	1.4	-12.1	-0.1	9.4
CCc1ccc(C(C(=O)NCc2ccccc2)N(C(=O)c2csnn2)C2CC2)cc1 (stereo not given)	0.9	-8.9	-0.1	2.7	1.5	-2.2	-6.8	25.8	13.6	7.4	11.8
Cc1nnc(-c2cccc(Br)c2)c2cn(-c3cccc(Br)c3)nc12	16.0	-12.5	0.7	13.1*	10.4	0.5	1.1	32.7*	-15.8	6.6	14.7
O=S(=O)(N1CCOCC1)N1CCN(c2ccccc2F)CC1	2.7	-4.4	-6.1	-2.3	/	-2.9	1.0	4.2	/	-0.8	9.6
O=C(CS(=O)(=O)c1ccccc1)N(CCCN1CCOCC1)c1nc2c(F)cccc2s1	0.8	-12.9	-24.9	-3.9	-29.6	-0.1	-8.9	-2.5	-39.3	3.4	-44.7
Cc1ccc2c(CC(=O)NCC3(N4CCOCC4)CCCCC3)coc2c1C	3.8	-4.0	18.4	-2.4	-3.8	-3.6	7.2	4.3	-14.9	-1.6	-1.7
CC(=O)Nc1ccccc1OCCCN1CCC(C(O)(c2ccccc2)c2ccccc2)CC1	/	-1.2	/	/	-11.9	/	3.4	/	-7.3	-4.3	/
Cc1ccccc1Cn1c(=N)n(CC(=O)c2ccc([N+](=O)[O-])cc2)c2ccccc21	-25.9	-6.3	10.1	-0.3	-0.2	0.4	-3.9	7.6	23.6	-0.5	-1.2
NC(=O)CCC(NS(=O)(=O)c1ccc(Cl)cc1)C(=O)NCC1CCCCC1 (stereo not given)	-1.2	-10.4	1.9	-0.9	-26.2	1.1	-27.4	9.2	-7.3	2.8	14.9
Cn1c(=O)c2c(nc(CN3CCN(c4ccccc4)CC3)n2CCc2ccccc2)n(C)c1=O	9.0	5.9	-5.2	-1.0	-3.9	-8.9	-6.0	-3.5	19.0	7.1	3.4
Cc1ccc(C(C)C)cc1OCC(=O)N/N=C/c1ccc2c(c1)OCCO2	2.8	-2.2	-14.5	0.1	18.0	-18.7	0.7	20.9	10.1	-11.9	-12.3
COc1ccc(N/C(C)=C2/C(=O)C(=O)N(CCO)C2c2ccc([N+](=O)[O-])cc2)cc1 (stereo not given)	-6.0	3.1	-34.8	-1.0	-7.5	-2.5	3.1	-1.3	-19.2	-3.7	-6.5
Cc1ccc(NC(=S)N(Cc2cccs2)Cc2cc3cc(C)cc(C)c3[nH]c2=O)cc1	12.8	8.8	-0.5	-1.7	5.9	-5.8	-0.4	2.1	-20.0	0.3	2.2
CNc1ccccc(-c2ccc3ccccc3n2)c1=O	-14.3	-77.0	-91.1	-2.8	-19.3	-1.9	-5.6	3.6	-34.5	7.4	-58.0
COc1ccc(Nc2nc(N)c([N+](=O)[O-])c(NCc3ccccc3)n2)cc1	-0.4	-6.2	-45.5	2.4	-27.9	1.1	-2.4	-8.2	2.5	-4.8	2.1
Cc1ccc(C)c(NC(=S)NCC(c2cccnc2)N2CCOCC2)c1 (stereo not given)	-4.6	-8.1	-8.6	2.7	-6.1	-4.6	-2.3	-6.9	10.6	-2.1	7.1
COc1cccc(OCCCCN2CCCCC2)c1	-5.3	2.9	-20.7	-2.9	-27.3	3.7	-3.3	6.0	-4.8	-2.4	-5.3
CSc1ncccc1C(=O)Nc1nc2ccc(Oc3ccccc3)cc2s1	1.5	-29.8	-18.8	-2.1	-8.9	1.6	-4.2	6.5	-41.9	4.1	-5.9
O=S(=O)(c1ccccc1)c1cccc(S(=O)(=O)N2CCCCC2)c1	-16.9	2.6	2.6	-2.3	20.1	-3.8	-12.2	2.8	-2.3	-2.8	18.3
Cc1nn(CC(=O)Nc2cccc(S(N)(=O)=O)c2)c(C)c1[N+](=O)[O-]	-2.9	14.5	-7.6	0.6	-0.2	0.7	3.4	4.0	0.6	-1.5	-3.3
